Compound activity deposited in PubChem by National Center for Advancing Translational Sciences (NCATS).
uPA generation: qHTS for Inhibitors of Cell Surface uPA Generation; cell surface uPA generation assay, qHTS; Potency, µM (titrated, usually from 38.3 µM), inactives show at the top dose activity change, negative = inhibition, actives largely listed as inhibitors; 330,000 compounds, 0.31% hits; AID 540303, 2011; active means well fitted inhibition curve with a large enough effect; inconclusive means small, poorly fitted or top-dose-only effect; inactive means no such curve, though single readings can be large or run the other way; tested in mouse RAW 264.7 cells; further: potency means the concentration at half of the fitted maximal effect; on the % scale 0 is the no-effect control and ±100 the full control effect; nearly all actives have a fitted effect of over 55% in size
PTAP TSG101 blk: qHTS Assay for Iinhibitors of HIV-1 Budding by Blocking the Interaction of PTAP/TSG101 | Fluorescence polarization, FITC-PTAP peptide / Tsg101 binding | Potency, µM (top dose mostly 115 µM), inactives show at the highest dose activity change, negative = inhibition, usual class: inhibitors | 340,000 tested, under 10 active | Tumor susceptibility gene 101 protein (Homo sapiens), Q99816 | AID 493005, 2010; active means well fitted inhibition curve with a large enough effect in the main read-out, with a control signal flat, not every such curve was filed as active; inconclusive means small, poorly fitted or top-dose-only effect, or effect the other way, or a change in a side signal; inactive means no such curve, though single readings can be large or run the other way; further: potency means the concentration at half of the fitted maximal effect; % of control where 0% means no effect
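Fluorescence anisotropy tracks displacement of a FITC-tagged PTAP peptide (50 nM) from the Tsg101 binding domain (10 uM), following a 20 min room-temperature incubation at pH 7.5.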
ELG1 repair inh: qHTS screen for small molecules that inhibit ELG1-dependent DNA repair in human embryonic kidney (HEK293T) cells expressing luciferase-tagged ELG1. Potency, µM (highest dose often 46.1 µM), without a hit: at the highest dose activity change, negative = inhibition, most hits filed as inhibitors. HEK293T ELG1-luciferase reporter, luminescence, 16 h; DNA damage induced by 5-fluorouridine. 330,000 compounds, 2.3% hits; further: potency means the concentration at half of the fitted maximal effect; on the % scale 0 is the no-effect control and ±100 the full control effect; nearly all actives have a fitted effect of over 55% in size
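Luminescence from the luciferase reporter, measured 30 min after ONE-Glo reagent at room temperature, was the read-out. Beforehand, 2,000 cells per well were exposed for 16 hr at 37 °C to 5-fluorouridine together with compound or vehicle.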
Tb PFK block: qHTS Assay to Find Inhibitors of T. brucei phosphofructokinase; ATP-dependent 6-phosphofructokinase (Trypanosoma brucei brucei), O15648; T. brucei PFK, ADP-Glo luminescence; Potency, µM (highest dose often 57.5 µM), inactives show at the highest dose activity, negative = inhibition, actives largely listed as inhibitors; 330,000 compounds, 0.17% hits;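 further: potency means the concentration at half of the fitted maximal effect; 0% = uninhibited 1x PFK enzyme wells and -100% = no-enzyme wells; nearly all actives have a fitted effect of over 60% in size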
Target sequence (O15648 whole entry, looked up): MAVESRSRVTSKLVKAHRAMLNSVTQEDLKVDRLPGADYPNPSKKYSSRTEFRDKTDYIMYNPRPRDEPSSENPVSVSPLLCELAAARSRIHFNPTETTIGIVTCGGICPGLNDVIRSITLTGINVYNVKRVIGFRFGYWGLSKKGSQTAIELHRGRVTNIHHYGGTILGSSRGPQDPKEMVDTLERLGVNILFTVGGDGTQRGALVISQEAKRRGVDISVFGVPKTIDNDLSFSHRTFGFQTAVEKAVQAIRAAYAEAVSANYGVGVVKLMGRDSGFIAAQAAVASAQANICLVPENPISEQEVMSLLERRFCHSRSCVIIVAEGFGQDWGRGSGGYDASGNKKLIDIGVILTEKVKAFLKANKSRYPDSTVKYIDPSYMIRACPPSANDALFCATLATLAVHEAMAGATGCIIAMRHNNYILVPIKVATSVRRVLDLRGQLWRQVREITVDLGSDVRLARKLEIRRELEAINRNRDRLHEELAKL
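1.25 nM PFK with 0.5 mM F6P and 0.1 mM ATP in 0.1 M TEA pH 8.0, 5 mM MgCl2, incubated 45 min at room temperature; ADP measured by ADP-Glo luminescence; compounds titrated up to 57 uM.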
B2AR arrestin: qHTS assay of beta-arrestin-biased ligands of beta2-adrenergic receptor. Beta-2 adrenergic receptor (Homo sapiens), P07550. AID 492947, 2010. beta-arrestin recruitment to beta2AR, cell-based reporter. Potency, µM (doses to about 46.1 µM), inactives show at the top dose activation, usual class: activators. 330,000 compounds, 0.02% hits;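 further: potency means the concentration at half of the fitted maximal effect; 0% = DMSO controls and full agonism = EC100 isoproterenol or metaproterenol; nearly all actives have a fitted effect of over 65% in size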
Target sequence (P07550 whole entry, looked up): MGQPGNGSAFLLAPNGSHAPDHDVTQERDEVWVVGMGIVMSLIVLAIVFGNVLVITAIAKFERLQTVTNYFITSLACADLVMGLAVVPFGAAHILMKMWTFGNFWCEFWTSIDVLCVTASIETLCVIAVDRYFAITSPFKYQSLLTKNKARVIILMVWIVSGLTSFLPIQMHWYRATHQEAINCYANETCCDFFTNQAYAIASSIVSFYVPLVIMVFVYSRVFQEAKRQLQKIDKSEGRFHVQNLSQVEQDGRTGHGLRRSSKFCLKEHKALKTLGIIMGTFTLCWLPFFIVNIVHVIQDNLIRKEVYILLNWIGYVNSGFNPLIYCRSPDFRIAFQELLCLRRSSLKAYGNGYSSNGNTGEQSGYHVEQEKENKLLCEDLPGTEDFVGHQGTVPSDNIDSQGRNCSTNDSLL
TSHR antag: Antagonists of the Thyroid Stimulating Hormone Receptor: HTS campaign | TSHR-expressing cells, TSH-stimulated cAMP HTRF, 2 h; active compounds read low | AID 504810, 2011 | Thyrotropin receptor (Homo sapiens), P16473 | activity change, negative = inhibition, % at 11.5 µM | 330,000 compounds, 0.2% hits;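 active means activity change below a set negative limit, meaning inhibition stronger than a set level, cut at about -70% in these data; inconclusive means activity change between two set negative limits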; further: on the % scale 0 is the no-effect control and ±100 the full control effect
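Read-out is FRET at 665 nm (cryptate excitation 337 nm) from a cryptate-tagged anti-cAMP antibody, competed by cell cAMP against cAMP-d2. Compounds are tested on freshly harvested TSHR cells challenged with 4nM TSH (EC80) for 2 hours at 37 deg C.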
Mito fusion yeast: qHTS Assay for Small Molecule Inhibitors of Mitochondrial Division or Activators of Mitochondrial Fusion | AID 485298, 2010 | 320,000 compounds, 0.23% hits | S. cerevisiae fusion-defective mutant growth rescue, CellTiterGlo 48 h | Potency, µM (series often up to 46.1 µM), inactives show at the top dose growth rescue (activation), usual class: activators;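 further: potency means the concentration at half of the fitted maximal effect; % of control where 0% means no effect; nearly all actives have a fitted effect of over 45% in size; temperature-sensitive fusion mutants such as fzo1-1 at 37 °C on non-fermentable ethanol glycerol medium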
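Luminescent cell viability in 1536-well qHTS format served as the measure of rescued growth in ts fusion-mutant S. cerevisiae cultured on non-fermentable YPEG for 48 hours at 37C.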
Eya2 inh: qHTS Assay for Inhibitors of the Phosphatase Activity of Eya2; recombinant Eya2, OMFP fluorescence dephosphorylation (OMFP is methylfluorescein phosphate); Potency, µM (titrated, usually from 76.9 µM), for inactives: at the highest dose activity, negative = inhibition, most hits filed as inhibitors; 330,000 compounds, 0.006% hits; further: potency means the concentration at half of the fitted maximal effect; on the % scale 0 is the no-effect control and ±100 the full control effect
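Eya2 protein (added as 0.2 uM solution) was preincubated with compound for 10 min at ambient temperature in 50 mM HEPES pH 7.5, 50 mM NaCl, 5 uM MgCl2, 0.05% BSA, 1 mM DTT. OMFP (added at 50 uM) then reacted 10 min; fluorescence read at 485/525 nm.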
TCR act: Activators of T cell receptors: qHTS campaign | primary human leukocytes, anti-CD3, IL-2 HTRF, 48 h | Potency, µM (series often up to 9.22 µM), for the others: at the top dose activation of IL-2 secretion, usual class: activators | 330,000 tested, under 10 active | AID 504894, 2011; further: % of control where 0% means no effect
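Readout: HTRF IL-2, Eu-cryptate/d2 antibody pair, 320nm excitation, 665nm emission. Stimulus: a-CD3 beads, no co-stimulation. Cells: primary human leukocytes. Exposure: 48 hr with compound.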
USP2a inh: qHTS Assay for Inhibitors of Ubiquitin-specific Protease USP2a Using CHOP2 as the Reporter; AID 463254, 2010; 330,000 compounds, 0.01% hits; USP2 core, Ub-CHOP2 coupled fluorogenic reporter, 485/531; Potency, µM (doses to about 38.3 µM), inactives show top-dose activity change, negative = inhibition, actives largely listed as inhibitors; Ubiquitin carboxyl-terminal hydrolase 2 (Homo sapiens), O75604;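 further: potency means the concentration at half of the fitted maximal effect; plate controls were DMSO wells for no effect and full inhibition by NEM control for full effect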
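Deubiquitinase activity read as fluorescence (485/531 nm) after Ub-CHOP2 cleavage activates the enterokinase reporter on its substrate; USP2 core 10nM, Ub-CHOP2 and substrate 25nM each, 30min compound preincubation then 60min RT; data normalized to NEM, curves fitted.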
Chronic BCR inh: qHTS Assay to Find Inhibitors of Chronic Active B-Cell Receptor Signaling; ABC-DLBCL IkBa-CBG/CBR reporter, luminescence ratio, 4 h; Potency, µM (top dose mostly 46.1 µM), for the others: at the highest dose ratio change, negative = lower green/red ratio, usual class: inhibitors; 340,000 compounds, 0.05% hits; active means well fitted inhibition curve with a large enough effect in the signal ratio, with a control signal flat, not every such curve was filed as active; inconclusive means small, poorly fitted or top-dose-only effect, or effect the other way, or a change in a side signal; the % refers to the signal ratio;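 further: potency means the concentration at half of the fitted maximal effect; plate controls were basal doxycycline-induced cells for no effect and cells given 10 µM MG132 for full effect; MG132 reads +100%, hits lower the ratio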
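TMD8 human ABC-DLBCL cells with doxycycline-inducible IκBα–green luciferase fusion and unfused red luciferase, in 0.5% FBS medium; compounds up to 46 uM, 4 h at 37C. Green/red luminescence ratio, filter-overlap corrected, fitted to concentration-response curves.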
* hit, by the source's call; ? = inconclusive; · = no result given; [ ] = remark or other dose. Unless noted, the call rests on the fitted dose curve; in most records, active means well fitted curve in the direction sought with a large enough effect; inconclusive means small, poorly fitted or top-dose-only effect, or another doubt; inactive means no such curve, though single readings can be large; an effect the other way counts as inactive or inconclusive. Not a hit list; 3% or so of the library scored in one or more.

SMILES	uPA generation	PTAP TSG101 blk	ELG1 repair inh	Tb PFK block	B2AR arrestin	TSHR antag	Mito fusion yeast	Eya2 inh	TCR act	USP2a inh	Chronic BCR inh
Cc1cc(F)ccc1NC(=O)c1cc(S(=O)(=O)N2CCOCC2)cn1C	-5%	-1%	4%	2%	0.2%	-6	2%	-5%	1%	4%	6%
COc1cccc(CCNC(=O)c2cc(COc3c(F)cccc3F)on2)c1	?	0%	11%	-2%	-0.1%	-24	-2%	-6%	-6%	1%	-5%
CC12CC3CC(C)(C1)CC(CN)(C3)C2	-7%	0%	-3%	0%	0.0%	5	-5%	-21%	2%	1%	-1%
CC(O)(CS(=O)(=O)Cc1ccccc1)c1ccccc1 (configuration not stated)	1%	-3%	7%	9%	0.5%	1	13%	6%	-2%	7%	7%
CCc1ccc(NC(=O)C(=O)c2cn(CC(=O)N3CCCCC3)c3ccccc23)cc1	5%	-3%	?	-3%	-1.2%	2	23%	-9%	1%[46.1 µM]	-9%	-21%
C#CCOCCOCCOCCNc1nc(N2CCN(C(=O)Cn3cc(CCCCN)nn3)CC2)nc(N2CCN(C(=O)Cn3cc(CC(C)O)nn3)CC2)n1 (configuration not stated)	-1%	1%	8%	-3%	-0.7%	3	-1%	1%	2%	-4%	2%
CC(Oc1ccc(Cl)cc1Cl)C(=O)N(Cc1ccco1)C1CCS(=O)(=O)C1 (configuration not stated)	-3%	-6%	-23%	-10%	0.1%	1	0%	-16%	-1%	2%	0%
O=C(CCc1nnc2n(CCc3ccccc3)c(=O)c3ccccc3n12)NCCCN1CCCCC1	12%	0%	-1%	1%	0.0%	3	0%	6%	2%	2%	3%
Cc1cc(C)cc(N2CC(O)=C(c3nc4ccccc4c(=O)[nH]3)C2=N)c1	-4%	-5%	-12%	5%	0.2%	18	-20%	-1%	1%	-1%	?
CC(=O)c1cc2c(cc1NC(=O)c1cnc(C)cn1)OCO2	2%	1%	-2%	0%	-0.2%	5	-3%	3%	1%	1%	-4%
COc1ccc(CCNS(=O)(=O)c2ccc(-n3cnnn3)cc2)cc1OC	-1%	-1%	4%	4%	-0.6%	1	-11%	-8%	2%	2%	-2%
CN(CCn1ccnc1)C(=O)CC1C(=O)NCCN1Cc1ccccc1C(F)(F)F (configuration not stated)	1%	2%	3%	0%	0.1%	-4	3%	-8%	8%	0%	-8%
COc1ccc(C(=O)Nn2cnnc2)cc1	-3%	0%	9%	-13%	0.1%	-2	0%	6%	5%	1%	2%
CC(=O)N1N=C(c2ccccc2)CC1c1ccc(F)cc1 (configuration not stated)	13%	2%	?	1%	-0.3%	-11	2%	-3%	1%	0%	0%
Cc1cc(C)cc(N2C(=O)CC(Sc3ccccc3C(=O)O)C2=O)c1 (configuration not stated)	-2%	-2%	0%	6%	-0.2%	-4	-15%	?	-3%	-1%	-12%

Next section; it opens with the 2 that closed the last part.
SMILES	uPA generation	PTAP TSG101 blk	ELG1 repair inh	Tb PFK block	B2AR arrestin	TSHR antag	Mito fusion yeast	Eya2 inh	TCR act	USP2a inh	Chronic BCR inh
CC(=O)N1N=C(c2ccccc2)CC1c1ccc(F)cc1 (configuration not stated)	13%	2%	?	1%	-0.3%	-11	2%	-3%	1%	0%	0%
Cc1cc(C)cc(N2C(=O)CC(Sc3ccccc3C(=O)O)C2=O)c1 (configuration not stated)	-2%	-2%	0%	6%	-0.2%	-4	-15%	?	-3%	-1%	-12%
CCCC(=O)N=C1SC2CS(=O)(=O)CC2N1c1ccc(C(C)=O)cc1 (configuration not stated)	0%	-2%	-11%	-2%	-0.3%	-1	-1%	10%	4%	0%	0%
Cc1cc(C(=O)NCCC(c2ccccc2)c2ccccc2)c(C)o1	6%	-5%	3%	-4%	1.0%	-7	12%	3%	0%	1%	?
CCCCOc1ccc(C(=O)NCC(=O)NCCOc2ccc(C)cc2)cc1	-18%	-1%	8%	3%	0.0%	-3	1%	14%	·	1%	-7%
CC1CCc2c(sc(/N=C/c3ccco3)c2C(N)=O)C1 (configuration not stated)	-1%	-4%	?	1%	0.0%	0	7%	4%	3%	-1%	0%
O=C(COC(=O)c1cccnc1Cl)NCCc1ccccc1	4%	0%	22%	0%	0.0%	-5	-4%	9%	2%	2%	?
COc1ccc(CCC(=O)OCC(=O)c2ccc(C)cc2)cc1	10%	-1%	1%	0%	-0.3%	-9	4%	7%	2%[46.1 µM]	2%	-1%
COc1cccc(C2CC(c3c(-c4ccccc4)c4cc(Cl)ccc4[nH]c3=O)=NN2S(C)(=O)=O)c1OC (configuration not stated)	-14%	-4%	23µM*	2%	0.3%	-30	3%	-26%	0%	-7%	7%
CC(=O)c1ccc(-c2c(C)cc3oc(=O)cc(-c4ccccc4)c3c2C)cc1	-17%	-2%	?	3%	0.3%	-16	·	-2%	1%[46.1 µM]	-11%	-2%
COc1ccc(S(=O)(=O)N2CCCC(C(=O)Nc3cccc(C(C)=O)c3)C2)cc1 (configuration not stated)	9%	-7%	?	23%	0.2%	-15	1%	-25%	-3%	2%	-11%
CCC(C(=O)NC1CCCCCC1)n1nc(C)c2c(C)n(-c3ccccc3)nc2c1=O (configuration not stated)	-2%	-1%	-18%	1%	0.1%	7	4%	3%	-1%	4%	-2%
CC1(C)NC(=O)N(CC(O)COc2cc3ccccc3cc2C(=O)N2CCCCC2)C1=O (configuration not stated)	-3%	0%	-9%	-6%	-1.0%	5	-1%	-2%	3%	2%	2%
CN(Cc1cnn(C)c1)C(=O)C1CCC(=O)N(Cc2cccc(C(F)(F)F)c2)C1 (configuration not stated)	0%	-2%	-6%	1%	0.6%	-9	-2%	5%	8%	2%	0%
O=S(=O)(NCc1ccc(Cl)cc1)NCc1ccc(Cl)cc1	8%	0%	5%	-25%	-1.2%	-3	0%	7%	15%	3%	-1%
Cc1cccc(C)c1NC(=O)Cn1nc(-c2ccc(Cl)s2)ccc1=O	1%	-5%	-5%	2%	0.4%	2	2%	0%	4%	-9%	0%
COc1cccc(NC(=O)N2CCC(NC(=O)C(Cc3ccccc3F)NC(C)=O)CC2)c1 (configuration not stated)	6%	0%	1%	1%	-0.8%	2	0%	18%	-5%	3%	?
COC(=O)CSc1cc(C)nc(NC(C)=O)n1	1%	-7%	0%	0%	-0.4%	-6	1%	10%	5%	2%	11%
CCCc1nc2oc3c(NCCN4CCOCC4)ncnc3c2c2c1CCCC2	-6%	-10%	?	-1%	-0.7%	-7	0%	-9%	1%	3%	1%
CCOC(=O)C1=C(C)NC(=O)CC1c1cc2c(cc1Br)OCO2 (configuration not stated)	1%	1%	1%	0%	-0.6%	-16	16%	-1%	-5%	2%	-2%
COc1cccc(/C(C)=N/NC(=O)Cc2c(C)[nH][nH]c2=O)c1	10%	-1%	3%	0%	0.2%	-5	-3%	11%	0%	-2%	-2%
Cc1cccc(C)c1NC(=O)COC(=O)COc1ccc2c(C)cc(=O)oc2c1	0%	1%	20%	3%	-0.9%	19	-4%	-2%	-4%[46.1 µM]	1%	0%
Cc1cc(C)n(Cc2cccc(C(=O)N/N=C/c3cccnc3)c2)n1	-4%	-5%	25%	-1%	-1.1%	4	2%	8%	2%	2%	?
COc1ccc(S(=O)(=O)N2CCCCCC2)cc1NC(=O)CC1OC(=O)c2ccccc21 (configuration not stated)	-5%	-1%	0%	6%	-0.4%	5	4%	-36%	0%	4%	-4%
